# Large T inhibition: SV40 large T antigen inhibitors, biochemical (AID 1903). inhibition, % at 20 µM, or IC50 in µM where a hit was titrated. SV40 large T antigen ATPase/helicase inhibition assay; higher % means a stronger effect. actives 0.39% (n = 310,000); in the data active means a potency from the dose series; inconclusive means inhibition mostly from about 32% at the one dose, without a potency; inactive means the rest, 99 in 100 with inhibition below about 32%; further: strong numbers were not always called active
# NTR1 ag: NTR1-driven beta-arrestin-GFP spot formation – imaging, U2OS cells, high content, primary screen (AID 493036). activation, % at 20 µM. P30989. actives 0.17% (n = 330,000). agonist mode;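 active means activation at or above 40% of the spot to cytoplasm intensity ratio, with at least 20 cells analyzed; inconclusive means wells under 20 cells, flagged as cytotoxic or low count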;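 further: 0% = DMSO without peptide and 100% = 100 nM NTR1 peptide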
# Target sequence (P30989 whole entry, looked up): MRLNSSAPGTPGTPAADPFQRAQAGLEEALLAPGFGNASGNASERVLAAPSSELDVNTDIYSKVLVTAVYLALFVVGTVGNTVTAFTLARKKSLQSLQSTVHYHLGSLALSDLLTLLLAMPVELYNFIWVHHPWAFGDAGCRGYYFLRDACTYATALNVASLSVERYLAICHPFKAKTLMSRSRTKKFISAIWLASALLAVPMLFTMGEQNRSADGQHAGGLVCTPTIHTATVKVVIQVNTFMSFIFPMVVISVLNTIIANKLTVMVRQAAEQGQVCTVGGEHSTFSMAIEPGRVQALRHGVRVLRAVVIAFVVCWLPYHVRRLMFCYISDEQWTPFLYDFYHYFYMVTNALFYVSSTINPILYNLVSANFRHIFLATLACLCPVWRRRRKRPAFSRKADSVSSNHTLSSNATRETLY
# UTI89 phage lysis: protection from phage-mediated lysis, alamar blue read-out – E. coli UTI89, K1F phage, bacterial capsule biogenesis inhibitors (AID 488966); E. coli UTI89 K1F phage lysis, alamar blue, 2 h; higher % means a stronger effect; inhibition, % at 100 µM; hits with a dose series show IC50 in µM; actives 0.02% (n = 340,000);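 active means phage lysis inhibition, versus mean bacterial control, above a set limit; inconclusive means no clear call, values can overlap the other calls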;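 further: capsule biogenesis inhibitors block K1F phage lysis so surviving cells raise fluorescence; higher fluorescence means more inhibition of phage lysis; actives were called in the ten point dose series up to 300 µM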
# Dengue-2 NS5 capping: Dengue-2 NS5 methyltransferase inhibitors, primary screen, biochemical, confirmation dose response (AID 588689). Dengue-2 NS5 methyltransferase capping enzyme assay, biochemical; higher % means a stronger effect. inhibition, % at 25 µM; hits with a dose series show IC50 in µM. actives 0.3% (n = 340,000); in the data active means a potency from the dose series; inconclusive means inhibition above about 29% without an active follow-up result
# PhoP inhibition: inhibitors of PhoP regulon expression, primary screen, Salmonella Typhimurium, GFP reporter (AID 1863) | S. Typhimurium PhoP-regulated promoter GFP reporter, 4 h; higher % means a stronger effect | inhibition, % at 50 µM; hits with a dose series show IC50 in µM | actives 0.16% (n = 300,000);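 active means inhibition over 29.93%, a cutoff 3 SD above the screen mean, later confirmed by dose response; inconclusive means inhibition over 29.93% but no dose response follow-up; inactive means inhibition at most 29.93% or unconfirmed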;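 further: 0% = low Mg2+ inducing control and 100% = high Mg2+ repressing control; strong numbers were not always called active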
# West Nile virus CPE: West Nile virus antiviral activity, cell-based, CPE readout (AID 1621). West Nile virus-infected cells, CPE inhibition; higher % means a stronger effect. actives 0.02% (n = 290,000). one-dose CPE inhibition, % at 10 µM; IC50 in µM for titrated hits; in the data active means a potency from the dose series; inconclusive means CPE inhibition mostly from about 3.7% at the one dose, without a potency; inactive means the rest, 99 in 100 with CPE inhibition below about 2.2%; further: strong numbers were not always called active
# MgcRacGAP inhibition: MgcRacGAP GTPase-activating activity inhibitors, confirmation, biochemical, ADP Hunter fluorescence | actives 0.6% (n = 340,000) | AID 624330 | MgcRacGAP-stimulated Rac1 GTP hydrolysis, ADP Hunter fluorescence; higher % means a stronger effect; GST-tagged Rac1 F28L mutant substrate | one-dose inhibition, % at 30 µM; IC50 in µM for titrated hits;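 active means first-screen hits whose inhibition reached a set limit at any dose in the follow-up dose series; inconclusive means inhibition above the set first-screen limit but never retested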;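 further: fluorescence reports GDP produced by GAP-driven GTP hydrolysis; strong numbers were not always called active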
# T cell HTS: modulates CD8 T cell binding to vesicles. calls only at 7 µM. actives 0.068% (n = 330,000). 2C CD8+ T cell-vesicle binding, flow cytometry; hits give low values;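 active means response, share of CD8 T cells binding vesicles, and their 90th percentile fluorescence all below set limits, cut at about 80% in these data, passing the limit was not always enough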
#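 Assay system – 2C mouse CD8+ T cells · Also added – QL9-loaded Drosophila micro-vesicles · Timing – Cell–vesicle co-incubation 1.5 h at 37 °C, staining 20 min on ice · Signal – flow cytometry of vesicle-bound cells · Measure – percent CD8+ FL2 mean versus row control · Controls – Peptide-free naked vesicles (low) and QL9 vesicles with 0.7% DMSO vehicle (high)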
# RSV CPE inhibition: inhibition of RSV-induced cytopathic effect – HEp-2 cells, primary 10 µM value included (AID 2391); HEp-2 cells, RSV-induced CPE inhibition; higher % means a stronger effect; CPE inhibition, % at 10 µM; hits with a dose series show IC50 in µM; actives 0.13% (n = 310,000); in the data active means a potency from the dose series; inconclusive means CPE inhibition mostly from about 23% at the one dose, without a potency; inactive means the rest, 99 in 100 with CPE inhibition below about 21%; further: strong numbers were not always called active
# T cell HTS vesicle-bound %: second read-out of T cell HTS, no call of its own (marks repeat the call); double positive events, %; measured here: CD8+ vesicle-bound cell fraction;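 binding gate set so that unloaded-vesicle control wells show 10% double positive cells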
# NTR1 ag cell count 20 µM: further read-out of NTR1 ag, marked with its call; cell count; measured here: cell count, cytotoxicity flag
# The depositor's hits bear a star; i = inactive; ? = inconclusive; nt = no result given; [ ] = remark or other dose.
entry	Compound	Large T inhibition	NTR1 ag	NTR1 ag cell count 20 µM	UTI89 phage lysis	Dengue-2 NS5 capping	PhoP inhibition
1	Cc1cccc([C@H](NC(=O)OC(C)(C)C)C(=O)OC(C)(C)C)c1	nt	-1.1	62	12%	-4%	nt
2	CCN(CC(=O)Nc1c(F)cccc1F)C(=O)c1ccc(-c2ccc(C(C)=O)cc2)o1	nt	-1.0	84	0.1%[50 µM]	-8%	nt
3	COc1ccccc1NC(=O)Cn1c(O)c(N=NC(=O)c2ccccc2O)c2ccccc21	-6%	0.1	39	-0.4%	-2%	2%
4	CCOc1ccc(N(CC(=O)NCCSc2ccccn2)S(C)(=O)=O)cc1	5%	0.3	35	0.5%	11%	2%
5	CC1CC(=O)N(CC(=O)Nc2ccc(F)cc2F)c2ccccc2S1(=O)=O (centres undefined)	12%	0.3	48	1.2%	-5%	-8%
6	O=c1ccc(/C=C/c2ccccc2)nn1Cc1ccccc1	22%	9.0	54	0.6%	-5%	3%
7	c1cc2c3c(cccc3c1)NC(c1ccc3c(c1)OCO3)N2	14%	1.4	101	0.5%	18%	4%
8	CC(=O)c1ccc(Oc2cc(C)nc(-n3nc(C)cc3C)n2)cc1	15%	1.0	30	0.2%	5%	12%

entry	West Nile virus CPE	MgcRacGAP inhibition	T cell HTS	T cell HTS vesicle-bound %	RSV CPE inhibition
1	nt	7%	i	38	2.9%
2	nt	9%	i	34	1.0%
3	0.1%	6%	i	35	0.8%
4	-0.2%	9%	i	22	0.4%
5	0.7%	7%	i	11	1.1%
6	-0.3%	1%	i	1	?
7	0.1%	15%	i	12	0.4%
8	-0.1%	-4%	i	59	0.8%

# Just Large T inhibition, NTR1 ag and Dengue-2 NS5 capping (three entries from above):
no.	Structure	Large T inhibition	NTR1 ag	Dengue-2 NS5 capping
7	c1cc2c3c(cccc3c1)NC(c1ccc3c(c1)OCO3)N2	14%	1.4	18%
3	COc1ccccc1NC(=O)Cn1c(O)c(N=NC(=O)c2ccccc2O)c2ccccc21	-6%	0.1	-2%
6	O=c1ccc(/C=C/c2ccccc2)nn1Cc1ccccc1	22%	9.0	-5%

# (listing goes on)
entry	Compound	Large T inhibition	NTR1 ag	NTR1 ag cell count 20 µM	UTI89 phage lysis	Dengue-2 NS5 capping	PhoP inhibition
9	CC(C)CC(NC(=O)C1CCC(C)CC1)C(=O)NCc1ccccn1 (centres undefined)	0%	-1.3	70	0.0%	-4%	6%
10	O=C1C(N2CCOCC2)=C(n2nnc3ccccc32)C(=O)c2ccccc21	9%	-2.8	91	-2.9%	10%	3%
11	Cn1c(SCC(=O)Nc2sccc2C#N)nnc1-c1ccccc1	11%	3.8	42	2.0%	-10%	4%
12	CCOC(=O)C1CCN(c2ncnc3c2[nH]c2cccc(OC)c23)CC1	11%	3.4	42	-0.6%	11%	-7%
13	O=C(Cc1ccccn1)c1ccccc1	8%	8.9	80	-0.3%	-2%	nt
14	O=C(Nc1ccc(Br)cc1)c1cccc2c1C(=O)N(C1CCCCC1)C2	12%	1.5	47	1.2%	-4%	1%
15	Cc1cc([N+](=O)[O-])ccc1NC(=S)NC(=O)Cc1ccccc1	0%	3.8	39	0.0%	-15%	-5%
16	COc1ccc(OC)c(C2C(C(=O)c3cccs3)=C(O)C(=O)N2CCN2CCOCC2)c1 (centres undefined)	9%	-0.5	95	-2.0%[50 µM]	-8%	-7%

entry	West Nile virus CPE	MgcRacGAP inhibition	T cell HTS	T cell HTS vesicle-bound %	RSV CPE inhibition
9	-0.6%	-2%	i	62	1.0%
10	-1.1%	8%	i	9	-2.1%
11	0.2%	11%	i	37	1.8%
12	0.0%	0%	i	52	2.1%
13	nt	5%	i	48	0.8%
14	-0.5%	5%	i	21	-0.2%
15	0.3%	10%	i	46	17%
16	0.3%	8%	i	60	-0.1%

# Following part.
entry	Compound	Large T inhibition	NTR1 ag	NTR1 ag cell count 20 µM	UTI89 phage lysis	Dengue-2 NS5 capping	PhoP inhibition
17	COc1ccc(OC)c(/C=C2\Oc3cc(OCC(=O)N4CCC[C@H]4C(=O)O)ccc3C2=O)c1	nt	1.4	83	1.7%	-10%	nt
18	O=C(Nc1cccc(Cl)c1)c1ccc(F)c(S(=O)(=O)N2CCN(c3ccccn3)CC2)c1	11%	6.4	42	0.4%[50 µM]	-4%	-5%
19	Cc1cc(C)cc(NC(=S)Nc2ccc3cn[nH]c3c2)c1	9%	-0.4	68	0.6%[50 µM]	-3%	-10%
20	CCn1c(SCC(=O)N/N=C/c2ccc(C)o2)nnc1-c1ccc(C)cc1	15%	-1.1	57	1.0%	-7%	1%
21	CCOC(=O)/C(C#N)=C1/SC(CC)C(=O)N1c1ccc(Br)cc1 (centres undefined)	7%	6.7	73	0.1%	-11%	-9%
22	O=C1C(Cl)=C(N2CCOCC2)C(=O)N1c1ccccc1Cl	12%	1.6	36	0.6%	23µM*	2%
23	CCOc1ccc(Br)cc1S(=O)(=O)Nc1cccc(S(=O)(=O)N(C)c2ccccc2)c1	4%	16	60	2.5%	-1%	12%
24	CCOC(=O)Cn1nc(/C=C/c2ccc(C(C)C)cc2)ccc1=O	12%	3.9	53	0.1%	-10%	3%

entry	West Nile virus CPE	MgcRacGAP inhibition	T cell HTS	T cell HTS vesicle-bound %	RSV CPE inhibition
17	-0.2%	5%	i	13	8.6%
18	-0.5%	4%	i	51	15%
19	0.0%	12%	i	50	1.2%
20	-0.5%	7%	i	37	5.1%
21	-0.8%	-7%	i	34	0.0%
22	-0.4%	21%	i	24	1.2%
23	-1.3%	8%	i	20	11%
24	0.1%	5%	i	42	2.3%

# Arranged by the number under PhoP inhibition (highest first): 3 from the list above
nr	smiles	Large T inhibition	Dengue-2 NS5 capping	PhoP inhibition	West Nile virus CPE	MgcRacGAP inhibition	T cell HTS	T cell HTS vesicle-bound %	RSV CPE inhibition
4	CCOc1ccc(N(CC(=O)NCCSc2ccccn2)S(C)(=O)=O)cc1	5%	11%	2%	-0.2%	9%	i	22	0.4%
20	CCn1c(SCC(=O)N/N=C/c2ccc(C)o2)nnc1-c1ccc(C)cc1	15%	-7%	1%	-0.5%	7%	i	37	5.1%
5	CC1CC(=O)N(CC(=O)Nc2ccc(F)cc2F)c2ccccc2S1(=O)=O (centres undefined)	12%	-5%	-8%	0.7%	7%	i	11	1.1%

# High-throughput results (PubChem BioAssay)

# Rows were taken by chance. Share with any hit: about 1.5%.
